Screening data (PubChem)
bIAP inh = blocks bovine intestinal alkaline phosphatase activity | inhibition, % at 20 µM | purified bovine IAP, CDP-star luminescence, 30 min | 190,000 tested, under 10 active;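 active means over 50% inhibition of intestinal alkaline phosphatase at 20 µM in the single-dose screen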
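Assay system: bovine IAP enzyme; medium: DEA buffer 100 mM, pH 9.8, with MgCl2 1.0 mM, ZnCl2 0.02 mM; doses: 20 µM single dose; incubation: enzyme reaction for 30 min at room temperature; detection: CDP-star luminescence signal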
ROMK mod = modulators of human ROMK potassium channel. P48048. Tet-inducible ROMK, thallium flux fluorescence; actives lie on both sides. B-score at 10 µM. 130,000 compounds, 2% hits. AID 1918;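 active means signal ratio slope over the read window, or its plate-corrected B-score, at least 3 SD from the plate mean, either direction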;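 further: B-score of the F/F0 ratio slope over 7 to 12 s after thallium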
Target sequence (P48048 whole entry, looked up): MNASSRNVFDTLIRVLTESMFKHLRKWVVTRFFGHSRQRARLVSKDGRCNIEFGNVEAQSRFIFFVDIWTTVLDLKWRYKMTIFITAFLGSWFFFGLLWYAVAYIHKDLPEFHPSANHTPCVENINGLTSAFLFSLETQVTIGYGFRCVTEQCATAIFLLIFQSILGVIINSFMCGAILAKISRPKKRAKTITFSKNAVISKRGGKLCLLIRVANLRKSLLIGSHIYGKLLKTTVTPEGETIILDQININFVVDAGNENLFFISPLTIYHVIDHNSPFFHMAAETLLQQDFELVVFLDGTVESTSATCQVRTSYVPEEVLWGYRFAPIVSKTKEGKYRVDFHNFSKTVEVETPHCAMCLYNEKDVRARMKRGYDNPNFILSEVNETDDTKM
PPARg SRC2 recr = PPARgamma-driven SRC-2 recruitment agonism | PPARgamma LBD-SRC-2 recruitment, biochemical | 200,000 compounds, 0.34% hits | activation, % at 8 µM; in the data active means activation above about 22%;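 further: 0% = vehicle and 100% = reference agonist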
Target sequence (P37231 whole entry, looked up, the tested form may be a part): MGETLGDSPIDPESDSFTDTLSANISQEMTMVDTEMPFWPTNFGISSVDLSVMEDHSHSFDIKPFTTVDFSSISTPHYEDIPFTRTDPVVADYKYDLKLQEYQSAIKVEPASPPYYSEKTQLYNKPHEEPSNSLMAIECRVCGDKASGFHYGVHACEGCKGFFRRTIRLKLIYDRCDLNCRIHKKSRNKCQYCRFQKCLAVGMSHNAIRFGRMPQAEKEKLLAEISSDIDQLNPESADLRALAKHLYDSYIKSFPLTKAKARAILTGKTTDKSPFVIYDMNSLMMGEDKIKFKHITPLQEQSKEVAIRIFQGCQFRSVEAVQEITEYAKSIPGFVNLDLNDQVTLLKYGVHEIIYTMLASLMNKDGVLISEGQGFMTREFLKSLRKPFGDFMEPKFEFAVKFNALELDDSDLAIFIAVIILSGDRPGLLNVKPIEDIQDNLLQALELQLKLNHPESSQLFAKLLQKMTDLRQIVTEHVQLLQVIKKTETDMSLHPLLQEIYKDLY
RAM network inh = yeast RAM network inhibition | S. cerevisiae dse1pr::URA3 reporter, 5-FOA growth OD615, 2 d; analog-sensitive cbk1-as2 kinase mutant strain | inhibition, % at 50 µM | 190,000 compounds, 1.8% hits | AID 868;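 active means inhibition above a set limit, 3 SD over mean compound inhibition, cut at about 8.4% in these data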;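 further: 0% = DMSO-only wells with no growth and 100% = 10 µM 1-NA-PP1 full growth; inhibition rescues growth on 5-FOA so higher OD means more RAM inhibition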
S1P3 antag = antagonists of human S1P3 receptor | Q99500 | CHO S1P3 NFAT-BLA reporter, FRET fluorescence, antagonist mode | inhibition, % at 4.98 µM | 170,000 compounds, 0.27% hits | AID 485;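 active means inhibition above the plate cutoff, the mean inhibition of test wells on that plate plus 3 SD, cut at about 28% in these data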;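 further: cells challenged with S1P at its EC80 of 0.8 µM; blue over green emission ratio from cleaved BLA substrate after 4 h stimulation; 0% = S1P-stimulated wells and 100% = unstimulated DMSO-only wells; some compounds past the cut are filed as inactive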
Lmaj promast = Leishmania major promastigote growth inhibition; inhibition, % at 10 µM; 200,000 compounds, 9% hits; Leishmania major promastigotes, resazurin fluorescence viability; in the data active means inhibition above about 50%;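 further: promastigotes grown with compound for 44 hours at 28 °C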
SRC2 TRFRET art = flags TR-FRET format artefacts in PPARgamma SRC-2 recruitment agonist screen; TR-FRET artefact counter-screen; stronger effect = higher value; TR-FRET ratio at 8 µM; 200,000 compounds, 0.4% hits; in the data active means TR-FRET ratio above about 2000; further: inactives centre near 1500; reference of the scale not given here
Efa HMGR inh = E. faecalis class II HMG-CoA reductase inhibition | purified E. faecalis HMGR, NADPH absorbance 340 nm kinetic | inhibition, % at 10 µM | 190,000 compounds, 0.41% hits;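 active means inhibition above a set limit, the median over all tested compounds plus 3 SD, cut at about 9.5% in these data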;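 further: enzyme runs in reverse so mevalonate oxidation gives rising NADPH absorbance; 0% = complete reaction with DMSO and 100% = background rate lacking mevalonate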
PPARg SRC-1 ag = agonists of human PPARgamma SRC-1 coactivator recruitment; PPARgamma-SRC-1 coactivator recruitment biochemical assay; P37231; activation, % at 8 µM; 200,000 compounds, 0.41% hits; in the data active means activation above about 19%;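 further: 0% = DMSO and 100% = reference agonist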
PPARg SRC-3 ag = PPARgamma-driven SRC-3 recruitment agonism; biochemical PPARgamma/SRC-3 coactivator recruitment assay; activation, % at 8 µM; 200,000 compounds, 0.26% hits; AID 731; in the data active means activation above about 23%;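 further: 0% = DMSO and 100% = reference agonist; some compounds past the cut are filed as inactive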
DTT redox prof = compounds producing H2O2 with reducing agent – biochemical, NIH compound library profiling, artefact control for MLSCN library redox annotation, primary screen | AID 878 | 200,000 compounds, 0.03% hits | DTT-dependent redox cycling H2O2, phenol red/HRP absorbance; 100% = 100 µM peroxide control, 0% = buffer | activation, % at 10 µM;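 active means activation of at least 50% relative to the plate's high and low controls in the primary single-dose screen; inactive means activation below 50%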;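 further: compound incubated with DTT at 0.8 mM final as the reducing agent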
An asterisk follows results filed as active; . = no result given; & = joins results of further samples.

SMILES	bIAP inh	ROMK mod	PPARg SRC2 recr	RAM network inh	S1P3 antag	Lmaj promast	SRC2 TRFRET art	Efa HMGR inh	PPARg SRC-1 ag	PPARg SRC-3 ag	DTT redox prof
CCCCC1(Cc2ccc(OC)c([N+](=O)[O-])c2)C(=O)N(c2ccccc2)N(c2ccccc2)C1=O	9	.	17	6.3	.	-3	1654	-5	4	19	0.7
O=C(Cc1cccs1)N1CCN(S(=O)(=O)c2ccc(Br)cc2)CC1	-24	-1.1	5	4.3	-15	-3	1698	-2	5	2	-0.6
O=C(O)CCCN1C(=O)/C(=C/c2cn(-c3ccccc3)nc2-c2cccs2)SC1=S	6	-3.4*	6	12*	-16	-5	1677	-1	6	6	0.1
COc1cc2c(cc1OC)CN(C(=O)c1ccco1)CC2	1	0.07	6	2.2	-11	-2	1603	-1	-1	0	0.7
CCc1ccc(S(=O)(=O)c2ccc(-n3nc(C)cc3N)cc2)cc1	-8	-1.2	-5	2.4	-44	-4	1469	-1	2	2	-0.2
COc1ccc(NS(=O)(=O)c2ccc(N3CCCC3)c(NC(=S)Nc3ccc(SC(F)F)cc3)c2)cc1	15	0.48	-1	4.9	-5	87*	1768	1	-4	0	0.4
CCN1CCN(c2cc(C)c3cc(NC(=O)c4ccncc4)ccc3n2)CC1	-3	.	.	0.5	14	65*	.	-11	.	.	-1.2
COc1ccc(C(C)=O)cc1COc1ccc([N+](=O)[O-])c(C)c1	-8	0.35	-4	8.6*	2	6	1463	3	0	-1	0.1
C=CCn1c(SCC(C)=O)nnc1-c1cc(-c2ccccc2)sc1N	4	-1.9	6	3.1	.	26	1462	0	1	1	0.5
O=C(CSc1nnc(CN2CCOCC2)n1-c1ccc(Cl)cc1)N1CCc2ccccc21	.	0.84	3	.	-21	14	1398	.	-3	-11	0.9
NC(=O)c1c(NC(=O)CSc2nnc(-c3ccco3)n2-c2ccccc2)sc2c1CCC2	-10	.	5	2.9	6	5	1454	1	2	0	-1.9
CN1CCN(S(=O)(=O)c2ccc(NC(=O)c3csc4ccccc34)cc2)CC1	18	.	5	-0.5	-10	56*	1562	-3	5	8	0.2
Cc1ccc(Nc2ccc(C(=O)O)cc2N)cc1	1	.	10	-1.4	.	-6	1612	-6	15	17	-3.5
COC(=O)/C=c1/s/c(=C(\C#N)C(=O)NCc2ccco2)n(-c2ccccc2)c1=O	-16	0.96	-6	4.3	.	3	1424	0	4	0	0.1
COc1ccc2ccccc2c1CN1CCN(Cc2ccccc2)CC1	4	.	7	3.1	.	56*	1521	-1	-9	4	3.8
CC(C)OC(=O)c1c2c(n3ccccc13)C(=O)c1ccccc1C2=O	33	.	0	3.6	8	-4	1372	-8	3	2	0.6
CCN(CC)C(=O)c1sc(NC(=O)Cc2ccc(OC)cc2)c(C#N)c1C	7	.	6	-0.5	.	85*	1462	-7	1	6	-2.5
O=C(Cn1cccc1)N1CCN(c2ccc(F)cc2)CC1	5	.	7	1.7	-1	-9	1732	2	10	0	-0.9
O=C(CN1C(=O)C2C3C=CC(C4CC34)C2C1=O)OCC(=O)c1ccccc1 (stereo not drawn)	28	1.7	-4	0.3	0	22	1592	-6	-2	-3	0.1
Cc1ccccc1C(=O)Oc1ccccc1N1C(=O)C2CC=CCC2C1=O (stereo not drawn)	-8	-0.24	1	3.2	-11	29	1579	5	7	2	0.1
CCn1c(CNc2ccc(C(=O)O)cc2)nc2ccccc21	6	-0.079	8	-0.9	.	-1	1614	-4	10	0	-0.3
Cc1nn(-c2ccccc2)c2c1C1(C(=O)N(C(C)C)c3ccccc31)C(C#N)=C(N)O2 (stereo not drawn)	5	.	2	1.6	-28	-2	1753	-2	1	10	-0.7
CCOc1cccc(N2C(=O)CC(N3CCN(c4nc5ccccc5s4)CC3)C2=O)c1 (stereo not drawn)	10	1.1	0	2.5	.	-2	1316	-4	1	-6	0.3
COc1ccc(-c2nsc3c(N4CCCCC4)ncnc23)cc1	-9	.	5	3.3	.	-4	1425	-1	7	11	1.9
O=C(Nc1cccn(Cc2c(Cl)cccc2Cl)c1=O)c1ccccc1Cl	15	.	-1	4.4	.	13	1447	-2	1	-1	1.4
Further compounds follow.
SMILES	bIAP inh	ROMK mod	PPARg SRC2 recr	RAM network inh	S1P3 antag	Lmaj promast	SRC2 TRFRET art	Efa HMGR inh	PPARg SRC-1 ag	PPARg SRC-3 ag	DTT redox prof
Cc1ccccc1Cn1nc(C)c(NC(=O)c2ccccc2)c1C	-26	0.52	9	0.2	-3	-7	1506	2	-2	2	-0.1
Cc1nn(-c2ccc(F)cc2)c(C)c1NS(=O)(=O)c1ccc(Cl)cc1	9	.	4	1.5	-3	9	1653	1	4	10	2.7
CCc1ccc(OCC(=O)N(C)C)c(Br)c1	11	.	9	1.6	4	-3	1473	-4	4	-13	0.1
CC(C)NC(=O)NC(=O)COC(=O)c1ccccc1O	-1	-0.54	4	0.1	6	2	1611	-12	3	5	-0.3
O=C(c1ccc2c(c1)OCO2)N(c1ccc(Cl)cc1)C1C=CS(=O)(=O)C1 (stereo not drawn)	6	.	-2	0.9	-12	-2	1568	1	1	-2	-1.3
CN(CCc1ccccn1)C(=O)CCC1CCCN(C(=O)c2ccsc2)C1 (stereo not drawn)	10	0.33	1	-1.3	4	-3	1585	-3	6	4	0.5
COc1ccc(S(=O)(=O)N2CCCCC2)cc1NC(=O)CSc1ncnc2ccccc12	20	.	4	6.4	-5	4	1670	-5	0	2	1.8
CCOc1ccccc1N(CC(=O)N/N=C(\C)c1cccc(Br)c1)S(C)(=O)=O	-7	1.2	4	5.3	7	0	1630	8	-2	1	-0.5
COC(=O)C1=C(Nc2ccc(OC)cc2)C=C(C)C(C(=O)OC)C1c1ccc(C)cc1 (stereo not drawn)	-14	.	5	0.6	.	25	1645	-2	5	-2	2.2
C=CCn1c(SCCCC)nc(O)cc1=O	11	.	5	1.3	-30&-1	-9	1566	2	1	0	-0.7
Nc1nnc(Sc2ccc(Cl)cc2[N+](=O)[O-])s1	-6	.	-4	1.7	-19	1	1454	0	-6	-3	0.4
Cc1[nH]n(-c2cccc(Cl)c2)c(=O)c1/C=N/n1c(C)nc2ccccc2c1=O	-18	0.3	1	-1.0	.	-16	1492	0	2	1	-0.1
COCCn1c(=O)[nH]c2cc(C(=O)NCCN3CCN(c4ccccc4F)CC3)ccc2c1=O	7	.	4	0.0	.	-1	1511	-6	2	-6	-0.9
Cc1onc(-c2c(F)cccc2Cl)c1C(=O)Nc1nc2ccccc2[nH]1	-37	-0.66	3	-0.2	.	41	1547	1	8	1	0.7
Cc1ccc(OCC(=O)NNC(=O)C(C)Sc2ncnc3sc(C)c(C)c23)cc1 (stereo not drawn)	-38	.	4	2.0	.	13	1756	0	1	7	0.7
N#CC1=C2SCN(Cc3ccco3)CN2C(=O)CC1c1ccccc1F (stereo not drawn)	14	-0.015	12	-0.1	.	-3	1565	3	4	12	0.1
COc1cccc(-c2csc(N3CCN(C(=S)Nc4ccccc4C)CC3)n2)c1	7	-1.1	5	6.3	1	20	1532	3	-6	4	-1.0
CC(C)(C)NCc1cc(Br)ccc1OC1CCCC1	6	-0.19	-5	-0.1	10	15	1561	-5	3	3	-0.3
COc1cccc(C(=O)N(Cc2ccc(N(C)C)cc2)C2CCS(=O)(=O)C2)c1 (stereo not drawn)	-3	.	-8	0.4	2	1	1435	-2	-2	3	1.0
Cc1ccc(NC(=O)O/N=C/c2cccc([N+](=O)[O-])c2)cc1	-1	-0.49	-5	3.2	-11	-3	1585	-2	-4	0	0.2
CCCCCCCOc1ccc(OC(=O)c2cccnc2)cc1	15	0.48	8	4.0	.	0	1592	-6	2	-9	-0.1
O=C(NN1CCOCC1)c1cccc(COc2cccc(Br)c2)c1	0	-0.31	-1	2.7	-3	5	1744	-6	5	-4	-2.1
CCOC(=O)N1CCN(C(=O)CSc2ccc(-c3cccc(OC)c3)nn2)CC1	-20	.	6	0.5	4	48	1569	-3	4	5	0.2
O=C(CN1C(=O)CSC1=O)Nc1ccc(C(=O)O)cc1	-4	1.7	-6	-0.3	-12	-3	1451	-5	7	-4	-3.4
Cc1nc(-c2ccccn2)sc1C(=O)O	-1	0.83	8	1.6	-15	-5	1615	0	3	5	-0.5

Structural class, the compounds so far containing an NH in an aromatic ring.
SMILES	bIAP inh	ROMK mod	PPARg SRC2 recr	RAM network inh	S1P3 antag	Lmaj promast	SRC2 TRFRET art	Efa HMGR inh	PPARg SRC-1 ag	PPARg SRC-3 ag	DTT redox prof
Cc1[nH]n(-c2cccc(Cl)c2)c(=O)c1/C=N/n1c(C)nc2ccccc2c1=O	-18	0.3	1	-1.0	.	-16	1492	0	2	1	-0.1
COCCn1c(=O)[nH]c2cc(C(=O)NCCN3CCN(c4ccccc4F)CC3)ccc2c1=O	7	.	4	0.0	.	-1	1511	-6	2	-6	-0.9
Cc1onc(-c2c(F)cccc2Cl)c1C(=O)Nc1nc2ccccc2[nH]1	-37	-0.66	3	-0.2	.	41	1547	1	8	1	0.7

(cont.)
SMILES	bIAP inh	ROMK mod	PPARg SRC2 recr	RAM network inh	S1P3 antag	Lmaj promast	SRC2 TRFRET art	Efa HMGR inh	PPARg SRC-1 ag	PPARg SRC-3 ag	DTT redox prof
Cc1cc(C(=O)NCc2ccc(S(N)(=O)=O)cc2)ccc1[N+](=O)[O-]	-4	-0.16	5	1.2	4	-2	1669	-6	4	2	-0.3
COC(=O)CN1C(=S)N(C)C(=O)C1CC(=O)Nc1ccccc1 (stereo not drawn)	2	-0.023	7	0.0	-21	-4	1494	-2	-6	-3	-0.1
O=C(O)CN1CCN(Cc2ccccc2Cl)C1=O	.	1.1	-13	.	-18	3	1457	.	-1	-6	0.0
CCOC(=O)N1CCN(C(=O)CN(C2CCCCC2)S(=O)(=O)c2ccc(F)cc2)CC1	-5	0.26	-3	-1.6	.	1	1632	-5	-6	-1	-0.3
CC(C(=O)NC1CCCc2ccccc21)N1CCN(c2ccc(F)cc2)CC1 (stereo not drawn)	20	.	2	2.1	6	70*	1632	-16	4	5	0.2
CC(=O)c1cccc(N(CC(=O)N2CCCC2)S(C)(=O)=O)c1	7	1.2	6	1.1	-8	-5	1587	0	-4	7	-3.6
CCS(=O)(=O)N1CCN(C(=O)c2cccc(OC)c2)CC1	31	0.19	9	0.9	.	-8	1577	-3	8	-1	-0.8
COC(=O)CSc1ncnc2c1cnn2Cc1ccccc1	14	.	2	0.0	-7	-5	1509	-2	4	6	0.5
CCc1ccccc1NC(=O)N1C2CCCC1CC(NC(C)=O)C2 (stereo not drawn)	5	.	0	-0.7	-27	-6	1358	-6	-4	-6	1.8
O=S1(=O)c2ccccc2N=NN1Cc1ccc(Cl)c(Cl)c1	18	0.45	3	0.1	.	-2	1387	0	2	4	7.2
Cc1occc1C(=O)Nc1sc2c(c1C(N)=O)CCC(C(C)(C)C)C2 (stereo not drawn)	-8	-0.5	3	0.1	.	-1	1273	3	-5	-6	0.3
Cc1ccc(-c2nn(-c3ccccc3)cc2CSC(=N)N)cc1	.	.	-12	1.2	.	100*	1412	1	-4	-5	4.4
c1ccn(-c2ccc(N3CCOCC3)cc2)c1	0	.	-7	1.3	.	-2	1624	-1	0	-8	-0.1
